# Source: PubChem BioAssay (National Center for Advancing Translational Sciences (NCATS))
# N370S GC – inhibits or activates N370S mutant glucocerebrosidase; 330,000 compounds, 0.092% hits; N370S GC spleen homogenate, 4MU-glucoside fluorescence; Potency, µM (top dose mostly 59.4 µM), inactives show top-dose activity change, negative = inhibition, usual class: inhibitors; AID 2101;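 note: 0% = full enzyme activity and -100% = no enzyme basal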
# FEN1 inh – human FEN1 inhibition | P39748 | Recombinant FEN1 flap cleavage, fluorescence, 15 min | Potency, µM (top dose mostly 114 µM), inactives show at the highest dose activity change, negative = inhibition, actives largely listed as inhibitors | 390,000 compounds, 0.35% hits | AID 588795; note: nearly all actives have a fitted effect of over 65% in size
# Target sequence (P39748 whole entry, looked up): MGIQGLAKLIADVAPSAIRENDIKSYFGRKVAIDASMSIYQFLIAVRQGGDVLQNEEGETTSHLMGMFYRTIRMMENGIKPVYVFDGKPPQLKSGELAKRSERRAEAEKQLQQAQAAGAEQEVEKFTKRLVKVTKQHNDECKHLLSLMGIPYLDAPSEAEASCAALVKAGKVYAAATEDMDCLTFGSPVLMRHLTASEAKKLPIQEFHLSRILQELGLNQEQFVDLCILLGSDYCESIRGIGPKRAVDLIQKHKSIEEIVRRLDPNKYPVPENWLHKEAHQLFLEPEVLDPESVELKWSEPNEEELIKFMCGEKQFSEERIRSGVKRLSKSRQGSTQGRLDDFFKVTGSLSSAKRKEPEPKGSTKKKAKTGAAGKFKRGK
#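 Nuclease activity of 10 nM FEN1 was measured after 15 min of room-temperature exposure to titrated compounds, by adding 50 nM flap substrate and reading plates at 0 and 15 min.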
# TDP1 cell CPT – DT40-hTDP1 cell growth loss with CPT. chicken DT40 Tdp1-/-;hTDP1 cells + 20 nM CPT, ATP luminescence, 48 h. Potency, µM (titrated, usually from 46.2 µM), for the others: at the highest dose activity change, negative = growth inhibition, most hits filed as inhibitors. 420,000 compounds, 12% hits; note: nearly all actives have a fitted effect of over 55% in size
#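 Chicken DT40 Tdp1-/- cells stably complemented with human TDP1 were seeded at 400 cells/well in medium containing 20 nM camptothecin, exposed to pin-transferred compounds, and grown at 37 °C for at least 48 hr. Viability was read as ATP luminescence.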
# Starred values were filed as active, the others as inactive; u = inconclusive; x = not tested or not shown; & = joins results of further samples; [ ] = remark or other dose. Calls come from the whole dose curve; as a rule, active = well fitted curve in the direction sought with a large enough effect; inconclusive = small, poorly fitted or top-dose-only effect, or another doubt; inactive = no such curve, though single readings can be large; an effect the other way counts as inactive or inconclusive. Unless noted, % is set by controls: 0 for no effect and ±100 for the full control effect; potency is the fitted concentration of half-maximal effect. A portion of the library, so the mix of outcomes need not match the whole.
# Every second line gives: N370S GC	FEN1 inh	TDP1 cell CPT
> Cc1ccc(S(=O)(=O)NC(=O)Nc2ncc3c(n2)CC(c2ccco2)CC3=O)cc1 (configuration not stated)
  -10%	16%	-7%
> Cc1ccc2c(c1)c1cccc3c1n2CCN3CCC(N)=O
  7%	-13%	-7%
> Cc1nc2sc(C(c3ccco3)N3CCc4ccccc4C3)c(O)n2n1 (configuration not stated)
  x	-3%	u
> COCCc1nn2c(=O)cc(COC(=O)c3ccc(Br)cc3)nc2s1
  x	16%	-6%
> Cc1noc(C)c1COc1cccc(C(=O)N2CCc3ccccc32)c1
  10%	-3%	u
> COc1ccc(CNCCS(=O)(=O)NCc2ccccc2)cc1
  x	17%	u
> COc1ccc(CCNC(=S)NC2CCN(Cc3ccccc3)CC2)cc1OC
  20%	-6%	6%
> COc1ccccc1CN1CC(C(=O)NCc2cc(C(C)C)no2)CCC1=O (configuration not stated)
  -5%	-11%	-18%
> CN(C)CC(C)(C)CNC(=O)CC1C(=O)NCCN1Cc1ccc(-c2ccccc2)cc1 (configuration not stated)
  -8%	13%	-12%
> CN(C)S(=O)(=O)c1cccc(NC(=O)C2CCN(S(=O)(=O)c3cccs3)CC2)c1
  x	-1%	u
> O=C(Cn1c(-c2ccccn2)nc2ccccc21)NCCN1CCOCC1
  -2%	2%	-9%
> CC(C)(C)c1ccc(C(=O)Nc2ccc(CC(=O)O)cc2)o1
  -14%	7%	-9%
> Cc1ccc(OCc2cc(C(=O)N3CCC(C(O)C(C)C)CC3)no2)cc1C (configuration not stated)
  -5%	4%	u
> Cc1ccc(NS(=O)(=O)c2cc([N+](=O)[O-])ccc2NNC(=S)Nc2cccc(Cl)c2)c(C)c1
  10%	u	u
> O=C(NCc1ccco1)/C(=C\c1ccccc1)NC(=O)c1ccccc1
  2%	15%	-1%
> COc1ccc2oc(=O)c(-c3nc4ccccc4o3)cc2c1
  2%	-7%	u
> COc1ccc(CN2CCN(C3CCC3)CC2CCO)cc1C (configuration not stated)
  0%	12%	-1%
> CCC(NS(=O)(=O)c1ccc(OC)cc1)C(=O)O (configuration not stated)
  1%	4%	-1%
> O=C(COc1ccc(Cl)cc1)NCc1nnc(SCC(=O)N2CCCc3ccccc32)o1
  2%	-6%	-22%
> CC(C)CC(C(=O)N1CCc2ccccc2C1)N1C(=O)c2ccccc2C1=O (configuration not stated)
  24%	-9%	u

# The results go on.
# Every second line gives: N370S GC	FEN1 inh	TDP1 cell CPT
> O=C(NNC1CC(=O)N(c2ccc(Cl)cc2)C1=O)c1ccccn1 (configuration not stated)
  3%	2%	0%
> CCc1cccc(C)c1NC(=O)C1CCCN1C(=O)NCc1ccccc1 (configuration not stated)
  -1%	-1%	-4%
> Cc1cccc(N2CCN(c3nnnn3-c3ccccc3)CC2C)c1 (configuration not stated)
  2%[12.8 µM]	-17%	u
> COc1ccc(NC(=O)NNC(=O)c2cc3occc3n2C)c(OC)c1
  3%	-6%	4%
> CC(C)C(=O)Nc1sc2c(c1C(N)=O)CCN(Cc1ccccc1)C2
  3%	-20%	u
> CC(=O)Nc1ccc(S(=O)(=O)NC2CC(=O)N(c3ccc(C)cc3)C2)cc1 (configuration not stated)
  -4%	-6%	14%
> O=C(CCC(=O)N1CCOc2ccccc21)NC1CCN(Cc2ccccc2)CC1
  1%	17%	-27%
> CCCCNC(=O)C1Cc2cc(S(=O)(=O)N3CCCC3)ccc2N1C(C)=O (configuration not stated)
  -3%	-14%	-6%
> Cn1c(=O)cc(OCCCC(=O)Nc2ccc(F)cc2)c2ccccc21
  x	5%	13µM*
> O=C1CN(C(=O)Nc2ccccc2C(F)(F)F)C(c2ccccc2)c2c(sc3c2CCCC3)N1 (configuration not stated)
  x	-7%	21µM*
> COc1ccc(C(=O)NCCc2ccccn2)cc1S(=O)(=O)Nc1ccc(Br)cc1
  x	-2%	-17%
> CCc1nc(C)c(-c2ccccc2)c(=O)[nH]1
  7%	-7%	-9%
> CNS(=O)(=O)c1cccc(C(=O)OCC(=O)Nc2sc3c(c2C#N)CCCCC3)c1
  4%	-16%	4%
> CN(C(=O)COC(=O)c1cccnc1Nc1cccc(C(F)(F)F)c1)C1CCS(=O)(=O)C1 (configuration not stated)
  -14%	6%	u
> S=C(NCc1ccccc1)NCc1cccc(CNC(=S)NCc2ccccc2)c1
  4%	7%	u
> CC1(C)C2CCC1(CS(=O)(=O)NCc1ccc(C(F)(F)F)cc1)C(=O)C2 (configuration not stated)
  5%	7%	u
> Cc1ccc(S(=O)(=O)CC(O)COc2ccc(C#N)cc2)cc1 (configuration not stated)
  -3%	-1%	-1%
> CC#CC[N+](C)(C)CCCCCCCCCCCC
  u	2%	0.58µM*
> CCc1nnc(NC(=O)CN2CCN(Cc3cccc(Cl)c3)CC2)s1
  1%	-7%	4%
> Cc1cc(C)cc(NC(=O)NC(C)C2CCCO2)c1 (configuration not stated)
  16%	-2%	13%

# Remaining list, next part.
# Every second line gives: N370S GC	FEN1 inh	TDP1 cell CPT
> O=C(O)c1ccc(OS(=O)(=O)c2ccc(Cl)s2)c(Cl)c1
  x	7%	-12%
> CC(=O)N1CCc2cc(CNS(=O)(=O)c3ccc(Br)s3)ccc21
  x	-17%	u
> O=C(NC1CCC(O)CC1)c1ccc(Br)o1 (configuration not stated)
  x	-3%	22%
> COc1ccc(Oc2ccc(S(=O)(=O)N3CCCCC3)cc2S(=O)(=O)N2CCCCC2)cc1
  u	-5%	-20%
> Cc1ccc2ncc(C)c(/C=C/c3ccc(N(C)C)cc3)c2c1
  x	-6%	u
> COc1cccc(-n2nnnc2SCC(=O)N2CCCc3ccccc32)c1
  -2%	-9%	-28%
> CCCCn1cnc2c(SCc3ccccc3Cl)nc(N)nc21
  x	-5%	-4%
> Cc1sc(NC(=O)CCC(=O)O)c(C#N)c1C
  -13%	-1%	9%
> Cc1cc(NC(=O)Cn2nc3c(cc2=O)CCCC3)ccc1Br
  7%	12%	-12%
> O=C(COC(=O)c1ccccc1F)c1ccc(-n2nncc2-c2ccco2)cc1
  -11%	-16%	-18%
> N#Cc1cccc(-c2cncnc2NCCc2cnc[nH]2)c1
  -6%	x	-12%
> CCOC(=O)c1c(CN2CCN(C)CC2)n(-c2ccccc2)c2cc(Br)c(O)cc12
  u	16%	u
> O=c1oc2c3c(nn2c2ccccc12)CCCC3
  -13%	10%	-6%
> O=C(NCc1ccccn1)[C@]1(C(F)(F)F)C[C@H](CCc2ccccc2)CCCO1
  7%	-15%	x
> Cc1ccc(-c2nnn(CCC(=O)NC3CCCC3)n2)cc1
  -22%	-16%	-9%
> O=C(Nc1ccccc1C(=O)N/N=C/c1ccc(O)cc1)c1ccccc1
  -6%	-30%	-24%
> COc1ccc(C(=O)Oc2ccc(F)cc2C(=O)/C=C/c2ccc(OC)c(OC)c2)cc1
  23%	-9%	15µM*
> O=C(c1ccc2c3c(cccc13)CC2)C1CCCN(C(=O)c2cc[n+]([O-])cc2)C1 (configuration not stated)
  6%	-7%	2%
> CC(C)(O)C#Cc1ccc(CN2CCN(Cc3ccsc3)C(CCO)C2)cc1 (configuration not stated)
  11%	-4%	-8%
> Cc1ccc(NC(=O)COc2ccc3c(c2)OCO3)c(Cl)c1
  x	13%	-2%

# (further entries)
# Every second line gives: N370S GC	FEN1 inh	TDP1 cell CPT
> CC(C)(CNC(=O)c1ccc(-c2ccccc2Cl)o1)N1CCOCC1
  -11%	2%	-29%
> Cc1oc(-c2ccccc2F)nc1CS(=O)CC(=O)NC1CC1 (configuration not stated)
  -15%	-3%	-15%
> CN1C(=O)[C@H]2[C@@H](C3CC3)N3C(=O)CN(CCO)C(=O)[C@@]3(Cc3ccccc3)[C@H]2C1=O
  1%	-10%	-5%
> O=C(CC1(C(=O)O)CCCC1)N1CCOCC1
  x	5%	0%
> CS(=O)(=O)c1ccc(N2CCOCC2)c(S(C)(=O)=O)c1
  2%	7%	-2%
> Cc1nn(-c2ccccc2)c2nc(C(F)(F)F)[nH]c(=O)c12
  -8%	-16%	u
> Cn1c(=O)oc2cc(S(=O)(=O)NCCN3CCCCCC3)ccc21
  7%	7%	5%
> O=C1COc2ccc(S(=O)(=O)N3CCCC3)cc2N1
  -10%	19%	-15%
> COc1ccc(OCC(=O)O/N=C(\N)Cc2ccc(Cl)cc2)cc1
  15%	-7%	-15%
> COCCCNC(=O)c1cc2cc(S(=O)(=O)N3CCCCC3)ccc2n1C
  x	-17%	u
> Cc1nc2ccccc2nc1OCC(=O)Nc1cc(C(F)(F)F)ccc1N1CCOCC1
  10%	-8%	5%
> C[C@H](NC(=O)c1nc[nH]c1C(=O)NCC(=O)OCc1ccccc1)C(=O)OC(C)(C)C
  5%	6%	-18%
> CC(=O)Nc1ccc(-c2csc(NC(=O)c3ccc(C)o3)n2)cc1
  -8%	-17%	13µM*
> Cc1[nH]c2ccccc2c1C(=O)C(=O)NC1CC(=O)N(c2ccc(F)cc2)C1 (configuration not stated)
  -1%	4%	-9%
> O=C(c1cc(C(=O)NCCc2ccccc2)c(=O)n(CCc2ccccc2)c1)c1cc(Cl)ccc1O
  u	-14%	u
> Cc1cc(C)c(C(=O)C(C)OC(=O)c2ccc(Cl)nc2)cc1C (configuration not stated)
  19%	-18%	u
> Cc1c(Br)c(C(=O)N2CCc3ccccc32)nn1C
  6%	1%	-4%
> Nc1cc2c(cc1Cl)-c1ccc(Cl)cc1C2
  x	4%	-7%
> NC(=S)N/N=C/c1c[nH]c2ccccc12
  -2%	-15%	11%
> COc1ccc2oc(=O)c(C(=O)N3CCCC3)cc2c1
  6%	-10%	-2%

# Some of the entries above in another layout.
mol	N370S GC	FEN1 inh	TDP1 cell CPT
Cc1nn(-c2ccccc2)c2nc(C(F)(F)F)[nH]c(=O)c12	-8%	-16%	u
Nc1cc2c(cc1Cl)-c1ccc(Cl)cc1C2	x	4%	-7%
NC(=S)N/N=C/c1c[nH]c2ccccc12	-2%	-15%	11%
Cc1nc2ccccc2nc1OCC(=O)Nc1cc(C(F)(F)F)ccc1N1CCOCC1	10%	-8%	5%
COc1ccc2oc(=O)c(C(=O)N3CCCC3)cc2c1	6%	-10%	-2%

# The list goes on:
# Every second line gives: N370S GC	FEN1 inh	TDP1 cell CPT
> CCOC(=O)C1=C(C2=CCCCC2)c2ccc(OC)cc2N(S(=O)(=O)C(F)(F)F)C1C(=O)OCC (configuration not stated)
  x	-12%	5.8µM*
> COC(=O)c1cc(C)nc2c1C(=O)C(=O)C=C2N1CCOCC1
  -6%	-23%	3.3µM*
> CCNC(=O)COC(=O)C1CCC(=O)N(c2ccc(OC)cc2)C1c1ccc(OC)cc1 (configuration not stated)
  2%	6%	-18%
> COC(=O)c1ccc(Cl)c(NC(=O)NC23CC4CC(CC(C4)C2)C3)c1
  24%	-19%	23µM*
> O=C(Nc1ccc(F)cc1)C1CCN(c2nc3ccccc3nc2C(F)(F)F)CC1
  x	13%	u
> CC(=O)Nc1ccc(NC(=O)C(C)OC(=O)c2cccc(S(=O)(=O)N3CCCC3)c2)cc1 (configuration not stated)
  0%	12%	-12%
> COc1ccccc1C(=O)Nc1ccc(C(=O)OCc2cc(=O)n3ccsc3n2)cc1
  x	17%	-11%
> CNC(=O)c1nn(C)c(=O)[nH]c1=O
  x	1%	16%
> O=C(/C=C/c1ccc([N+](=O)[O-])cc1)Nc1cccc(S(=O)(=O)NC2=NCCCCC2)c1
  x	-1%	15µM*
> COC(=O)c1cc2occc2n1Cc1nc(-c2cccc(Cl)c2)oc1C
  -2%	-5%&8%	2%&-15%
> Nc1nc(NCc2ccccc2)n(-c2ccccc2)n1
  10%	4%	-6%
> O=C(Cn1c(=O)sc2ccccc21)Nc1ccc(S(=O)(=O)N2CCCCC2)cc1
  -2%	1%	-24%
> O=C(c1ccc(C(F)(F)F)cc1)C1CCCN(C(=O)CCc2cnccn2)C1 (configuration not stated)
  -18%	-7%	10%
> CCCn1c(N)c(N(CCOC)C(=O)c2cccc(S(=O)(=O)N3CCCc4ccccc43)c2)c(=O)[nH]c1=O
  -2%	-1%	u
> Cc1nc(-c2ccc(S(=O)(=O)N(Cc3ccccc3)C(C)C)cc2)co1
  x	-6%	u
> C[C@H](CO)N1C[C@H](C)[C@@H](CN(C)S(C)(=O)=O)Oc2c(NC(=O)Nc3ccc4c(c3)OCO4)cccc2C1=O
  x	-5%	-9%
> Cn1cc(C(=O)Nc2ccc(C#N)cc2)c2ccccc2c1=O
  -7%	-4%&-5%	u
> CCn1c(CN2CCCCC2)nc2cc(NC(=O)COc3ccc(C(C)(C)C)cc3)ccc21
  x	4%	12µM*
> COCCN(C(=O)COC(=O)c1ccc(-c2ccccc2)cc1)c1c(N)n(Cc2ccccc2)c(=O)[nH]c1=O
  x	-9%	u
> COc1ccc(Cc2nc3ccc(C(=O)NCCc4ccccc4)cc3o2)cc1
  x	-1%	26µM*
